# PAD4 FP inh: blocks human protein arginine deiminase 4; Q9UM07; recombinant PAD4, RCA probe fluorescence polarization; inhibition, % at 6.36 µM; hit rate 0.41% among 330,000; AID 485272;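 active = percent inhibition above a cutoff equal to the mean of all tested compounds plus 3 SD, cut at about 15% in these data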;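 also: 0% = PAD4 with RCA probe and DMSO and 100% = probe without PAD4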
# LYPLA2 inh: blocks human lysophospholipase 2, a PME1 counter-screen. O95372. recombinant LYPLA2, FP-Rh probe fluorescence polarization. inhibition, % at 5.9 µM. hit rate 0.38% among 320,000. AID 2177;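 active = inhibition above the screen-wide mean plus 3 SD, limit set per campaign, cut at about 26% in these data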;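 also: 0% = LYPLA2 with DMSO and 100% = wells lacking LYPLA2 enzyme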
# Target sequence (O95372 whole entry, looked up): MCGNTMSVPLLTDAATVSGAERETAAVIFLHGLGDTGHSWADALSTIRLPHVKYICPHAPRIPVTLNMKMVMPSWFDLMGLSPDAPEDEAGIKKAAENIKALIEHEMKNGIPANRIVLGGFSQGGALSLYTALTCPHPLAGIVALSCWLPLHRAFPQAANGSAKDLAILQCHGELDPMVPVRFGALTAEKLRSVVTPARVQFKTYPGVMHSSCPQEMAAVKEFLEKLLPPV
# PAFAH2 FP inh: inhibitors of human PAFAH2; recombinant PAFAH2, FP-rhodamine activity probe, fluorescence polarization; inhibition, % at 3.39 µM; Q99487; AID 492956; hit rate 0.99% among 340,000;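 active = inhibition above the mean over all tested compounds plus 3 SD, cut at about 30% in these data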;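 also: inhibitors block probe labeling of enzyme so polarization drops; 0% = enzyme with DMSO and 100% = wells lacking PAFAH2 protein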
# LYPLA1 inh: LYPLA1 (human) inhibition in PME1 counter-screen; hit rate 0.16% among 320,000; inhibition, % at 5.9 µM; O75608; recombinant LYPLA1, FP-Rh probe fluorescence polarization;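 active = inhibition above the mean of all tested compounds plus 3 SD, set per campaign, cut at about 14% in these data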;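 also: inhibitors block serine hydrolase probe labeling of LYPLA1 so polarization falls; 0% = enzyme with DMSO and 100% = wells lacking LYPLA1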
# GSTO1 counter: GSTO1 inhibition, counter-screen for RBBP9 inhibitors. P78417. recombinant GSTO1, activity-based probe fluorescence polarization. inhibition, % at 5.96 µM. hit rate 1.1% among 300,000;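 active = inhibition above the campaign mean inhibition plus 3 SD, cut at about 35% in these data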;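 also: 0% = GSTO1-1 with DMSO and 100% = wells lacking GSTO1-1 enzyme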
# PAFAH1B3 FP inh: PAFAH1B3 (human) inhibition | Q15102 | recombinant PAFAH1B3, FP-rhodamine probe, fluorescence polarization | inhibition, % at 3.39 µM | hit rate 0.28% among 340,000 | AID 492972;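 active = inhibition above the screen-wide average of all tested compounds plus 3 SD, cut at about 25% in these data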;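 also: 0% = enzyme with DMSO only and 100% = wells lacking PAFAH1B3 protein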
# Target sequence (Q15102 whole entry, looked up): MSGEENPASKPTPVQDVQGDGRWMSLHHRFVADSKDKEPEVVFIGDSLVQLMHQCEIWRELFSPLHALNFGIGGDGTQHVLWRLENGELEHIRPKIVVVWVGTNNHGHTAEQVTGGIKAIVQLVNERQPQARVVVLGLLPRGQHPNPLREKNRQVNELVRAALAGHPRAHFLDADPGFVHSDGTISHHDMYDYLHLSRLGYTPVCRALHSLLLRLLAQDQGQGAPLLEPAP
# pPAFAH FP inh: inhibitors of human plasma PAF acetylhydrolase (pPAFAH); recombinant pPAFAH, FP-rhodamine probe fluorescence polarization; inhibition, % at 3.39 µM; hit rate 1.5% among 330,000; Q13093;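 active = inhibition above the mean inhibition across the screen plus 3 SD, cut at about 25% in these data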;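 also: inhibitors block binding of the rhodamine activity-based probe so polarization drops; 0% = enzyme with DMSO and 100% = wells lacking pPAFAH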
# Target sequence (Q13093 whole entry, looked up): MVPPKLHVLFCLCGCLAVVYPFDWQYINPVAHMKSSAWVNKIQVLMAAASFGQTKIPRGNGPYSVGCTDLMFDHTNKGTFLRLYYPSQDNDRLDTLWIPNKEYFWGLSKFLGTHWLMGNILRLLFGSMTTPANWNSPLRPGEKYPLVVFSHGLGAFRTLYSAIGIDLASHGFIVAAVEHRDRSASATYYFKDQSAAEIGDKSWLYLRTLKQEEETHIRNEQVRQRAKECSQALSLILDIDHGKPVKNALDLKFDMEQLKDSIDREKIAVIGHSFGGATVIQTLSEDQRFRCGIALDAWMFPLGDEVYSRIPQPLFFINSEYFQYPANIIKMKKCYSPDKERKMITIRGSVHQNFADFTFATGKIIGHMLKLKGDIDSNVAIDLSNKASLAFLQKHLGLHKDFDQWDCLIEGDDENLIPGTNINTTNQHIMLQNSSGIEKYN
# PME-1 inh: blocks human protein phosphatase methylesterase 1. Q9Y570. recombinant PME-1, FP-Rh probe fluorescence polarization. inhibition, % at 5.9 µM. hit rate 0.53% among 320,000. AID 2130;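 active = inhibition above the campaign mean of all compounds plus 3 SD, cut at about 26% in these data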;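 also: competitive labeling of PME-1 active site by serine hydrolase directed probe; 0% = PME-1 with DMSO and 100% = wells lacking PME-1 enzyme; inhibitors block probe labeling so polarization falls and inhibition rises; many of its hits are not listed in these tables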
# PAFAH1B2 FP inh: blocks human PAF acetylhydrolase 1b catalytic subunit 2. AID 492953. hit rate 1.2% among 340,000. recombinant PAFAH1B2, FP-rhodamine activity probe, fluorescence polarization. P68402. inhibition, % at 3.39 µM;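 active = inhibition above the mean of all tested compounds plus 3 SD, cut at about 24% in these data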;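 also: 0% = enzyme with DMSO and 100% = wells lacking PAFAH1B2; many of its hits are not listed in these tables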
# * hit, by the source's call; · = not tested or not shown.
SMILES,PAD4 FP inh,LYPLA2 inh,PAFAH2 FP inh,LYPLA1 inh,GSTO1 counter,PAFAH1B3 FP inh,pPAFAH FP inh,PME-1 inh,PAFAH1B2 FP inh
CCN(CC)c1ccc(/C=N/NC(=O)CNC(=O)c2ccccn2)cc1,-4,0,-6,1,4,1,9,6,-2
COc1ccc(CN2C(=O)c3oc4ccccc4c(=O)c3C2c2ccc(O)c(OC)c2)cc1 (stereo not given),-4,6,-5,-1,9,0,5,0,5
O=C(COC(=O)C1CC2C=CC1C2)NCc1ccc(F)cc1 (stereo not given),7,12,22,9,2,2,10,2,3
Cc1ccc2c(c1)N(CCC(=O)NCCCN1CCCC1)C(=O)C(C)O2 (stereo not given),-3,2,-2,-2,-2,10,-2,6,6
CCO[C@@H]1OC(C(=O)O)=C[C@H](C)[C@H]1CCCO,-6,-4,-5,1,3,8,0,4,5
C=CCN(Cc1cccc(OC)c1OC)S(=O)(=O)N(C)C,-6,0,-3,4,-5,12,4,1,-1
CS(=O)(=O)c1ccc(Cl)c(NC(=O)CNC(=O)c2ccc3c(c2)OCO3)c1,3,·,-4,·,·,4,4,·,-4
CCn1cc(C2Nc3ccccc3C(=O)N2O)c(C)n1 (stereo not given),-5,3,3,-2,14,6,6,1,1
COc1cccc(C2c3[nH]c4ccccc4c3CCN2Cc2ncc[nH]2)c1 (stereo not given),-7,-5,11,-3,-1,5,-1,4,-1
COc1ccc(CN2CC(C(=O)NCCCN3CCN(Cc4ccccc4)CC3)CC2=O)cc1 (stereo not given),7,8,3,1,-3,1,1,5,3
Nc1nc2sc3c(c2cc1C(=O)NCC(=O)O)CCCC3,7,-9,-1,-6,5,10,-2,0,6
CCS(=O)(=O)N1CCCC(C(=O)NCCCN(C)Cc2ccccc2)C1 (stereo not given),-2,10,-1,7,6,6,6,-1,4
CCN(C[C@H]1N[C@@](Cc2ccccc2)(C(=O)OC)[C@H]2C(=O)N(C)C(=O)[C@@H]12)C(=O)Nc1ccccc1,-1,·,3,·,·,13,4,·,4
O=C(O)CCC(=O)OCC1CCCCC1,-2,-2,0,3,12,5,-4,-7,2
CC1CCCCC1NC(=O)Cn1cc([N+](=O)[O-])ccc1=O (stereo not given),4,0,-6,-1,·,1,-2,2,2
CCOc1ccc(C(C)NC(=O)Nc2ccc(F)cc2F)cc1 (stereo not given),-6,-1,-9,1,4,0,5,-4,3
Cn1c(=O)c(=O)n(C)c2cc(S(=O)(=O)N3CC(=O)N(CCc4ccccc4)C(=O)C3)ccc21,2,0,0,2,-7,3,0,2,-3
CC(=O)Nc1ccc(/C=N/Nc2ccc(C(=O)c3c(C)cc4ccccn34)cc2[N+](=O)[O-])cc1,-1,11,-3,2,1,3,7,5,2
Cc1nnc(SCc2nnc(-c3cccs3)o2)n1C1CCCCC1,-1,-2,0,-1,9,4,-2,4,1
NC(=O)CCCn1c(C(=O)c2ccc(Cl)cc2)c2ccc([N+](=O)[O-])cc2[n+]1[O-],-8,-6,7,1,24,-2,7,1,-3
CCCCN=C(N)/C(C(=O)OCC)=C(\O)c1ccc(OC)cc1,4,2,-7,-1,-8,-1,1,-3,0
COc1ccc(CN(Cc2ccc(C(=O)O)cc2)C(=S)Nc2cccc(C)c2)cc1OC,-6,0,-10,5,-8,4,-2,4,-2
Cc1cccc(OCCCN2C(=O)C(=O)c3cc(C)ccc32)c1,1,8,2,1,-3,4,11,3,6
COc1ccc(OC)c(C(=O)Nc2ccc3[nH]ccc3c2)c1,5,1,-1,1,2,5,4,5,-2

# Overlap with the part before: five compounds, then new ones.
SMILES,PAD4 FP inh,LYPLA2 inh,PAFAH2 FP inh,LYPLA1 inh,GSTO1 counter,PAFAH1B3 FP inh,pPAFAH FP inh,PME-1 inh,PAFAH1B2 FP inh
NC(=O)CCCn1c(C(=O)c2ccc(Cl)cc2)c2ccc([N+](=O)[O-])cc2[n+]1[O-],-8,-6,7,1,24,-2,7,1,-3
CCCCN=C(N)/C(C(=O)OCC)=C(\O)c1ccc(OC)cc1,4,2,-7,-1,-8,-1,1,-3,0
COc1ccc(CN(Cc2ccc(C(=O)O)cc2)C(=S)Nc2cccc(C)c2)cc1OC,-6,0,-10,5,-8,4,-2,4,-2
Cc1cccc(OCCCN2C(=O)C(=O)c3cc(C)ccc32)c1,1,8,2,1,-3,4,11,3,6
COc1ccc(OC)c(C(=O)Nc2ccc3[nH]ccc3c2)c1,5,1,-1,1,2,5,4,5,-2
CCn1c(SCC(=O)NCc2ccccc2)nc2c(c1=O)SC(C)C2 (stereo not given),2,1,8,2,3,8,1,-4,3
COc1cc(C(C)=O)ccc1OCc1nnc(-c2ccccc2Br)o1,-4,4,-3,2,3,9,3,0,7
CSCC(=O)N1CCC(CCC(=O)NC2CC2)CC1,-3,5,-6,1,-2,4,3,4,-2
CCOc1ccc(/C=C2\CCCc3c2nc2ccccc2c3C(=O)O)cc1OC,27*,6,19,8,5,28*,16,4,6
CC(NC(=O)c1ccc(C(C)(C)C)cc1)C(c1cccs1)N1CCOCC1 (stereo not given),-1,3,3,-2,2,-3,6,4,1
CCOc1ccc(N=Cc2c(O)cc(C)oc2=O)cc1,9,2,7,0,0,-1,1,-5,0
Cc1cnc(C(=O)NCCc2ccc(S(=O)(=O)NC(=O)NC3CCCCC3)cc2)cn1,1,5,4,-1,4,7,0,-1,-1
CCCCC(=O)NC(=S)Nc1cc([N+](=O)[O-])ccc1OC,0,3,-2,2,-4,-4,3,3,1
COc1ccc(Nc2nc(N)nc(CSCCO)n2)cc1,-3,10,3,4,12,3,-1,-3,4
CCCCc1cc(=O)oc2c(CN3CCN(C)CC3)c(O)ccc12,-2,3,-3,3,1,3,5,-8,-2
O=C(Cn1cc([N+](=O)[O-])ccc1=O)N1CCc2ccccc21,-1,·,3,·,·,-1,-6,·,4
Cc1ccc(CN(C(=O)c2csnn2)C(C(=O)NC2CCCC2)c2ccc(C)o2)cc1 (stereo not given),-3,-4,0,-4,5,5,1,0,2
COc1ccc(-n2nc(C(=O)NCC(=O)Nc3cc(OC)c(OC)c(OC)c3)c3ccccc3c2=O)cc1OC,1,-4,4,-1,5,5,7,-4,7
O=C(Cn1nnc(-c2cccs2)n1)NCc1cccs1,-3,-5,0,1,-2,1,-1,3,8
CNC(=S)Nc1ccc(Cc2ccncc2)cc1,-4,3,0,-2,-5,6,2,0,3
CC(NC(=O)NC1CCCCC1)C(c1cccs1)N1CCOCC1 (stereo not given),-2,3,5,5,2,-2,1,2,-3
N#Cc1ccc2c(c1)nc1ccccn12,-1,2,-1,-1,4,5,-4,2,1
COc1ccc(-n2nnnc2-c2cnc(N3CCCC3)nc2C(F)(F)F)cc1,-1,-1,2,-3,-8,6,6,8,-1
COC(C(=O)Nc1ccc(C(N)=O)cc1)c1ccccc1 (stereo not given),-1,1,7,-2,1,12,3,4,1
NC(=O)N/N=C/CCc1ccccc1,-2,6,-6,7,2,2,1,-1,1
CCOC(=O)C1(CCc2ccccc2)CCN(C(=O)c2cnc(C)cn2)CC1,7,6,2,0,7,7,-2,2,5
CCCc1cc(N2CCOCC2)n2nc(C)c(-c3ccccc3)c2n1,-7,-4,11,-4,4,6,5,-2,4
N#Cc1cc2c(nc1SCC(O)CS(=O)(=O)Cc1ccccc1)CCCC2 (stereo not given),3,-1,3,-5,4,-3,12,2,5
O=C(NC1CCCCC1)C(=S)NCc1ccccc1,0,6,5,-3,2,16,5,3,-2
COc1ccnc(CS(=O)c2nc3cc(C(O)(F)F)ccc3[nH]2)c1OC (stereo not given),-2,-4,5,-5,11,3,-5,6,6
CN(C(=O)COC(=O)Cn1cnc2ccccc21)C1CCCCC1,1,·,5,·,·,22,5,·,8
C/C=C(/C)C(=O)OC1Cc2c(ccc3ccc(=O)oc23)OC1(C)C (stereo not given),-2,3,2,0,-4,9,3,26,15
Cc1ccc(NC(=O)CSc2nnc(-c3cnccn3)n2Cc2ccco2)cc1,-2,-3,-5,0,2,-5,-1,-1,1
CCSc1nnc(NC(=O)c2ccc3nc[nH]c3c2)s1,1,·,5,·,·,10,6,·,3
Cn1c(CCc2ccccc2)nnc1SCC(N)=O,-1,-4,6,0,2,-3,4,-3,-1
CCN(CC)C(=O)N1c2ccccc2CC(N(CC)CC)c2ccccc21 (stereo not given),-7,-3,-2,0,5,-3,2,4,3
COc1cc2ncc(S(=O)(=O)c3ccccc3)c(N3CCCC(C)C3)c2cc1OC (stereo not given),-4,-2,6,-4,5,-2,-3,-16,4
Cc1ccc(S(=O)(=O)N(C)C)cc1NC(=O)COC(=O)CNC(=O)c1cccs1,-1,9,-6,3,2,5,-6,2,0
COCC(=O)Nc1nnc(Cc2ccc(OC)cc2)s1,-4,0,-2,0,-5,1,1,7,6
CC(NC(=O)c1cc(-c2cccnc2)nc2ccc(Br)cc12)C1CCCO1 (stereo not given),-9,-7,6,-2,1,-2,0,3,-4
O=C(NCc1ccco1)c1cccc(NC(=O)c2ccccc2)c1,0,0,-8,2,0,2,-4,1,1
O=C1N[C@H](Cc2c[nH]c3ccccc23)COC(=O)[C@H](Cc2ccc(F)cc2)C/C=C\C[C@H]1CC(=O)N(CCO)Cc1ccccc1,6,·,-2,·,·,7,21,·,11
COc1cccc(-c2nn(-c3ccc(C)cc3)cc2C(=O)NCC2CCCO2)c1 (stereo not given),-1,7,2,1,-2,3,6,-1,3
Cc1cc(/C=N/n2cnnc2)c(O)c([N+](=O)[O-])c1,-2,-7,-1,-3,6,6,7,-1,2
CC(=O)N(CCCN(C)C)Cc1ccccn1,3,5,11,2,2,8,4,-2,4
CN(C)CCCNC(=S)/N=c1\sccn1Cc1ccccc1Cl,2,-2,-25,2,4,5,-2,2,3
Cc1noc(NS(=O)(=O)c2ccc(NC(=O)CC(C)C)cc2)c1C,-5,2,-3,4,-5,4,-5,1,-2
COc1ccc(C2CC(c3ccc4ccccc4c3)=NN2C(=O)CSc2ncccn2)cc1 (stereo not given),3,-9,0,-10,-15,3,8,-15,-4
CC1(C)CC(=O)C=C(/C=C/c2ccccc2)C1,-4,3,2,2,·,2,-3,-2,6
COCCC(=O)N1CCC(Oc2ccc(C(=O)N(C)C3CCCCC3)cc2)CC1,0,-2,8,-1,-5,11,1,-2,1
CCN(c1ccccc1)S(=O)(=O)c1ccc(C(=O)N2CCN(c3ccccc3)CC2)cc1,4,·,7,·,·,10,5,·,6
COc1ccc(OC)c(CN2CCN(Cc3cc(OC)c(OC)c(OC)c3)CC2)c1,-5,1,2,6,-1,10,-2,3,-2
COc1ccc(S(=O)(=O)N2CCOC2CNC(=O)C(=O)NCc2ccc(F)cc2)cc1 (stereo not given),-7,11,-2,4,6,0,3,1,4
CCN(CC)CCNC(=O)c1ccccn1,-10,0,-11,3,1,2,-5,1,-4
COc1ccc(NC(=O)CSc2ncc(-c3ccc(F)cc3)n2Cc2ccco2)cc1,0,-3,4,-4,7,8,6,5,6
CCc1ccc(NC(=O)Cn2c(=O)n(CCCC(=O)NCc3ccco3)c(=O)c3ccccc32)cc1,0,-4,-1,0,-1,0,0,-2,-4
CCOC(=O)/C=C/C(=O)Nc1ccc(S(=O)(=O)N2CCc3ccccc32)cc1,-5,-26,-9,-22,-18,-10,2,-23,5

# Only part of the results is shown; rates above refer to the full screens.
